ATXN viability: cell viability loss in ATXN counter-screen; S2 cells (HEK-293 line with an ATXN2-luciferase reporter) viability, CellTiter-Fluor protease fluorescence, 24 h; Potency, µM (highest dose often 56.7 µM), most hits filed as cytotoxic; 0.49% of 400,000 active; also: potency is read from the fitted curve at half-maximal effect; nearly all actives have a fitted effect of over 40% in size
Nrf2 block: Nrf2 pathway inhibition | A549 ARE-Fluc reporter, luciferase luminescence, 18-24 h | Potency, µM (top dose mostly 46 µM), for inactives: top-dose activity change, negative = inhibition, usual class: inhibitors | 2.1% of 360,000 active; also: potency is read from the fitted curve at half-maximal effect; % is scaled to controls: 0 for no effect and ±100 for the full control effect; nearly all actives have a fitted effect of over 60% in size
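Two sequential reads on A549 ARE_Fluc cells exposed to compound for 18-24 h: a CellTiter-Fluor fluorescence read for viability, then a luciferase luminescence read for Nrf2/ARE activity.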
MmCpn inh: inhibitors of Methanococcus maripaludis chaperonin (MmCpn); AID 504842; Potency, µM (top dose mostly 76.9 µM), without a hit: at the top dose activity, negative = inhibition, actives largely listed as inhibitors; 0.031% of 330,000 active; purified Mm-Cpn ATPase, ADP Transcreener TR-FRET; also: potency is read from the fitted curve at half-maximal effect; % is scaled to controls: 0 for no effect and ±100 for the full control effect; nearly all actives have a fitted effect of over 80% in size
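ATPase read-out: TR-FRET ADP immunoassay (anti-ADP Eu cryptate vs ADP-d2), ex 320 nm, em 590/665 nm; signal drops as ADP forms. Enzyme 25 nM, ATP 10 uM, 30 min at 37°C after 10 min compound preincubation.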
Nrf2 ARE act: activates Nrf2 signaling; AREc32 ARE-luciferase reporter (MCF7-derived line), luminescence, 24 h; Potency, µM (highest dose often 46.1 µM), for inactives: at the top dose activation, actives largely listed as activators; 0.31% of 410,000 active; AID 624171; also: potency is read from the fitted curve at half-maximal effect; % of control where 0% means no effect; nearly all actives have a fitted effect of over 65% in size
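Nrf2 activation is followed as ARE-luciferase induction in the AREc32 line after one day of compound treatment; luminescence is read with Steady-Glo.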
HepG2 tox: kills HepG2 cells in TGF-b inhibitor counter-screen. Potency, µM (titrated, usually from 46.1 µM), inactives show at the highest dose activity change, negative = cytotoxicity, hits mostly cytotoxic. AID 588856. 0.76% of 410,000 active. HepG2 CAGA-GFP viability, ATP luminescence, 18 h; also: potency is read from the fitted curve at half-maximal effect; some results filed as inactive show a strong effect at the top dose
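HepG2 CAGA-GFP cells (1000/well, DMEM with 1% FBS) received compound, then TGF-beta at 500 pg/mL final, and were incubated 18 hours at 37 degrees C. Viability was read by CellTiter-Glo luminescence. Media-only wells were set as complete cell-killing and DMSO as no toxicity.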
A549 tox: counter-screen for Nrf2 inhibitors: cytotoxicity in A549 cells. Potency, µM (titrated, usually from 46 µM), for inactives: at the highest dose activity change, negative = cytotoxicity, usual class: inhibitors. A549 ARE-Fluc cells, CellTiter-Fluor viability, 18-24 h. AID 504648. 0.16% of 390,000 active; also: potency is read from the fitted curve at half-maximal effect; % is scaled to controls: 0 for no effect and ±100 for the full control effect
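Cytotoxicity counterscreen: CellTiter-Fluor fluorescence was measured in A549 ARE_Fluc cells after 18-24 h of compound exposure in a concentration series. The subsequent BugLite luminescent read reports ARE-luciferase activity.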
TGFb SMAD3 inh: TGF-b pathway inhibition. HepG2 CAGA-GFP TGF-b/SMAD3 reporter, GFP fluorescence, 18 h; TGF-beta stimulated, 500 pg/mL final. Potency, µM (titrated, usually from 46.1 µM), for inactives: top-dose activity, negative = inhibition, most hits filed as inhibitors. 1.2% of 410,000 active. AID 588855; also: potency is read from the fitted curve at half-maximal effect; % is scaled to controls: 0 for no effect and ±100 for the full control effect; nearly all actives have a fitted effect of over 65% in size
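HEPG2 CAGA-GFP reporter cells (1000/well, DMEM with 1% FBS) received compounds, then recombinant TGF-beta at 500 pg/mL final for 18 hours at 37 degrees C. Per-cell GFP summed per well was normalised to unstimulated and stimulated DMSO controls before curve fitting.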
CCT modulator: modulators of cytosolic chaperonin (CCT/TRiC) activity; purified chaperonin ATPase assay, HTRF ADP detection, 30 min; activity change, % (concentration not given with the values), hits read low; 0.3% of 360,000 active; in the data active = activity change below about -30%; also: % is scaled to controls: 0 for no effect and ±100 for the full control effect
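TRiC (40 or 20 nM final, by batch activity) in 30 mM Tris pH 7.4, 100 mM KCl, 5 mM MgCl2, 1 mM DTT was treated with compound at 76 uM single dose, then 10 uM ATP, 30 min at 37 °C. ADP was read by HTRF Transcreener.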
Akt phos inh: blocks phosphorylation of Akt; AID 651550; activity change, % for hits at 50 µM; Neuro2A IGF-stimulated pAkt S473 HTRF, 20 min; stronger effect = lower value; 0.32% of 360,000 active; in the data active = activity change below about -80%; inconclusive = mostly about -51% to -80%; also: % is scaled to controls: 0 for no effect and ±100 for the full control effect
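Neuro2A cells (4,500/well, DMEM with 0.5% FBS) were treated with compound at a single 50 µM final concentration, stimulated with 6 nM IGF for 20 min at 37 °C, and lysed. Phospho-Akt Ser473 was read by HTRF as 665/615 ratio ×10^4.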
Numbers without * were called inactive; i = inactive; ? = inconclusive; nt = no result given; [ ] = dose if it differs, or a comment. Unless noted, calls follow the shape of the dose curve; as a rule, active = well fitted curve in the direction sought with a large enough effect; inconclusive = small, poorly fitted or top-dose-only effect, or another doubt; inactive = no such curve, though single readings can be large; an effect the other way counts as inactive or inconclusive.

SMILES	ATXN viability	Nrf2 block	MmCpn inh	Nrf2 ARE act	HepG2 tox	A549 tox	TGFb SMAD3 inh	CCT modulator	Akt phos inh
COC(=O)C1=C(C)N(CCCC(=O)O)C(=O)NC1c1ccc(Br)cc1 (stereo not drawn)	i	-17%	1%	0.6%	1%	-1%	9%	0.4	i
COc1ccc(CN(C)CC(O)COc2ccc(C(=O)c3ccccc3)cc2)c(OC)c1OC (stereo not drawn)	?	?	1%	15%	-34%	17%	?	2.1	i
Fc1ccc(CNCc2ccc3c(c2)OCO3)cc1	i	-5%	0%	2.7%	-3%	4%	-7%	0.5	i
Cn1cc(C(=O)CCl)c2ccccc21	nt	1%	1%	?	16µM*	2%	13µM*	-2.1	i
N#CC1=C2SCC(O)(c3ccccc3)N2C(=O)CC1c1ccccc1F (stereo not drawn)	?	10µM*	0%	5.1%	-34%	-6%	4%	-0.4	i
CCCOc1ccccc1Cn1c(=O)oc2ccccc21	i	-20%	1%	2.7%[9.22 µM]	-3%	10%	-2%	0.2	i
O=c1c(-c2ccc(O)cc2)coc2c(C3O[C@H](CO)[C@@H](O)[C@H](O)[C@H]3O)c(O)ccc12 (stereo partly drawn)	i	-23%	-3%	0.2%	-2%	-2%	13%	-1.6	i
O=C(Cc1ccc(NC(=O)N2CCCCc3ccccc32)cc1)NCc1cccc(Br)c1	i	-24%	nt	-0.8%	3%	-1%	-2%	nt	nt
NS(=O)(=O)c1ccc(N/C=C/C(=O)c2ccc(Br)cc2)cc1	i	?	-9%	6.4%	4%	-11%	-19%	-1.2	i
CCc1ccc(NC(=O)CSC2=C(C#N)C(c3ccco3)C3=C(CCCC3=O)N2)cc1 (stereo not drawn)	i	-10%	-1%	?	8%	-1%	-23%	-0.7	i
COC1=CC(=O)CC(C)C12Oc1cc(OC)cc(OC)c1C2=O (stereo not drawn)	i	-17%	-3%	-0.4%	6%	-13%	8%	-0.3	i
CCCCSCCCNC(=O)c1cc(-c2cccnc2)nc2ccc(S(=O)(=O)N3CCC(C)CC3)cc12	nt	nt	nt	0.0%	18%	14%	-3%	nt	nt
O=C(NCc1ccc(Cl)cc1)C1CCCN1C(=O)Nc1ccc(F)cc1 (stereo not drawn)	i	-7%	1%	2.9%	-18%	9%	5%	0.1	i
Cc1c(C)c2ccc(OCC(=O)N[C@@H](Cc3ccccc3)C(=O)O)cc2oc1=O	i	11%	-6%	-0.6%	-2%	6%	5%	0.5	i
O=C(CN1CCOCC1)Nc1ccc(OC(F)(F)F)cc1	i	-9%	-3%	0.7%	8%	0%	12%	-1.0	i
CCOc1ccccc1C(=O)N(Cc1cccs1)C1CCS(=O)(=O)C1 (stereo not drawn)	i	nt	0%	0.1%	1%	-1%	16%	-2.6	i
COc1ccc(S(=O)(=O)Nc2nnc(CC(C)(C)C)s2)cc1	i	11%	3%	-0.5%	1%	-2%	-1%	-0.3	i
CN1C=CC=C/C1=C1/N=C(c2ccccc2)OC1=O	i	?	0%	0.5%	-5%	5%	-2%	-1.2	i
COc1ccc(N2CCN(Cc3cccn3-c3nnc(N4CCN(C5CCCCC5)CC4)s3)CC2)cc1	i	?	nt	4.3%	-15%	3%	-2%	nt	nt
CC(=O)c1sc(NC(=O)c2cc(-c3ccccc3)nn2-c2ccccc2)nc1C	i	?	-5%	0.2%	-6%	-8%	0%	-0.7	i
CCOc1ccc2nc(SCC(=O)NC(=O)C(C)C)sc2c1	i	11%	-11%	0.6%	-2%	0%	-7%	-4.6	i
COc1ccc(-c2c(C#Cc3ccsc3)c3cc(-c4ccc5cc[nH]c5c4)ccc3n2C)cc1	i	7%	-5%	11%	0%	-3%	-8%	-1.7	i
CCN(Cc1ccncc1)C(=S)Nc1c(C)cccc1C	i	1%	0%	-0.1%	-9%	0%	11%	-0.7	i
Cc1ccc2c(c1)[C@H]1[C@H](CO2)[C@H](c2ccccc2)[C@]2(C)C(=O)N(C)CC(=O)N12	i	21µM*	nt	1.7%	-23%	-7%	-6%	2.2	i
CNc1nc(Sc2ccccc2)cc(C(F)(F)F)n1	i	-7%	2%	6.7%	-20%	8%	2%	-1.6	i
COc1ccc(/C=N/N=C2/CC(C)(C)Cc3n[nH]c(=O)cc32)cc1	i	-9%	1%	-0.2%	4%	-12%	0%	0.9	i
Cc1ccc(F)cc1S(=O)(=O)Nc1cccc(C(=O)N2CCCC(C(N)=O)C2)c1 (stereo not drawn)	i	12%	0%	-0.3%	-1%	-1%	23%	0.3	i
CC(=O)Nc1cccc(/C(C)=N/NS(=O)(=O)c2ccc(C)cc2)c1	i	3%	0%	-1.0%	-1%	-1%	5%	-4.3	i
CCCN(CCC)c1cc(Cl)nc(N)n1	i	2%	0%	-0.5%	-14%	5%	-2%	-5.2	i
CCOC(=O)c1c(NC(=O)Cn2cnc3scc(-c4ccc(C)cc4)c3c2=O)sc(C)c1C	i	27%	-10%	-0.6%	17%	0%	1%	-3.0	i
CCCN1CCN(CCCNC(=O)Cn2nc(-c3ccc(C)cc3)ccc2=O)CC1	i	-10%	2%	0.0%	-27%	4%	-19%	-3.4	i
COC(=O)C1=C(C(=O)OC)[C@@H]2N(C)c3ccc(OC)cc3[C@@]23C[C@@H](C(=O)OC)N(C(=O)NC2CCCCC2)C3=N1	i	8%	nt	1.2%	0%	3%	-1%	-2.6	i
Cn1c(=O)c2c(nc(NCCO)n2CCc2ccccc2)n(C)c1=O	i	?	1%	0.0%	-33%	-4%	-8%	1.5	i
CCCN1CCN(C(=S)Nc2ccc(SC(F)F)cc2)CC1	i	?	-1%	3.5%	4%	0%	-7%	-1.3	i
Cc1cccc(C(=O)NNS(=O)(=O)c2ccccc2)c1O	i	14%	-1%	0.2%	8%	2%	0%	-2.2	i
COc1cccc2c1OCC(C(=O)NCc1ccc(Cl)cc1Cl)=C2	i	?	0%	0.4%	0%	?	?	-0.9	i
Cc1oc(-c2ccccc2F)nc1CN1CCC(C(=O)NCc2cccnc2)CC1	nt	-2%	1%	-0.1%	-3%	0%	-14%	1.0	nt
Cc1ccc(C)c(NC(=O)Cn2nc(-c3ccccc3)nc2-c2ccccc2)c1	i	-2%	-2%	0.2%	4%	nt	-14%	0.6	i
CCCCN1CC(C)(C)[C@H](CC(=O)Nc2ccc(Br)cc2)C1=O	i	nt	nt	0.2%	-8%	nt	17%	-0.2	i
COc1ccc(/C=N/Nc2cc(N3CCCC3)nc(N3CCCC3)n2)cc1	28µM*	4%	2%	2.1%	-70%	?	?	0.4	i
CCOc1ccc(-c2nn(-c3ccccc3)cc2/C=C2\SC(=S)N(C3CCS(=O)(=O)C3)C2=O)cc1 (stereo not drawn)	i	9%	-1%	-0.7%	-1%	-20%	1%	-5.4	i
Cc1cc(NS(=O)(=O)c2ccccc2)cc(Cl)c1O	i	-10%	0%	?	-46%	1%	-3%	1.4	i
Cc1ccccc1CN1CCN(C(=O)c2cc(-c3ccncc3)nc3ccccc23)CC1	?	-5%	-1%	4.8%	-24%	-7%	-1%	-3.7	i
Fc1ccc(-n2cc(CNCCc3ccccn3)c(-c3ccccc3Cl)n2)cc1	i	?	0%[15.4 µM]	6.5%	4%	-4%	8%	-1.5	i
CN1C(=O)/C(=N\OC(=O)c2cccc3ccccc23)c2ccccc21	i	9%	-2%	10%	-43%	-19%	?	1.8	i
CCc1nnc(NC(=O)COc2ccc([N+](=O)[O-])cc2)s1	i	-14%	3%	0.2%	-13%	-4%	-1%	0.3	i
NN=C(c1cccc([N+](=O)[O-])c1)c1cccc([N+](=O)[O-])c1	i	-1%	nt	0.4%	-26%	11%	-1%	1.4	i
COc1ccc(C2CC(=O)NC(NC(=O)c3ccc(Br)cc3)=N2)c(OC)c1OC (stereo not drawn)	nt	12%	nt	0.1%	4%	10%	-1%	nt	nt

In the list so far, these contain two or more sulfur atoms.
SMILES	ATXN viability	Nrf2 block	MmCpn inh	Nrf2 ARE act	HepG2 tox	A549 tox	TGFb SMAD3 inh	CCT modulator	Akt phos inh
CCCCSCCCNC(=O)c1cc(-c2cccnc2)nc2ccc(S(=O)(=O)N3CCC(C)CC3)cc12	nt	nt	nt	0.0%	18%	14%	-3%	nt	nt
CCOc1ccccc1C(=O)N(Cc1cccs1)C1CCS(=O)(=O)C1 (stereo not drawn)	i	nt	0%	0.1%	1%	-1%	16%	-2.6	i
COc1ccc(S(=O)(=O)Nc2nnc(CC(C)(C)C)s2)cc1	i	11%	3%	-0.5%	1%	-2%	-1%	-0.3	i
CCOc1ccc2nc(SCC(=O)NC(=O)C(C)C)sc2c1	i	11%	-11%	0.6%	-2%	0%	-7%	-4.6	i
CCOC(=O)c1c(NC(=O)Cn2cnc3scc(-c4ccc(C)cc4)c3c2=O)sc(C)c1C	i	27%	-10%	-0.6%	17%	0%	1%	-3.0	i
CCCN1CCN(C(=S)Nc2ccc(SC(F)F)cc2)CC1	i	?	-1%	3.5%	4%	0%	-7%	-1.3	i
CCOc1ccc(-c2nn(-c3ccccc3)cc2/C=C2\SC(=S)N(C3CCS(=O)(=O)C3)C2=O)cc1 (stereo not drawn)	i	9%	-1%	-0.7%	-1%	-20%	1%	-5.4	i
